Source: PubChem (several laboratories)
E-sel TNF inh = TNF alpha driven E-selectin expression inhibition; inhibition, % at 2 µM; HUVEC TNFa-induced E-selectin immunofluorescence, high content; 120,000 compounds, 0.71% hits;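 active = inhibition above the batch mean plus 3 SD, and confirmed as a hit on visual image review, cut at about 43% in these data; inconclusive = passes the inhibition cutoff but fails visual image review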;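 also: 0% = TNF-stimulated DMSO wells and 100% = unstimulated control wells; not every result past the cut was called active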
Measles CPE = protection of cells from measles virus | Measles virus-infected cells, CPE protection, absorbance | protection (pct of control), % at 4 µM | 140,000 compounds, 1.5% hits; in the data active = protection mostly above about 24%, no sharp cut-off; inactive = mostly below about 26%; also: some compounds called inactive have numbers as strong as hits
Phagocyt inh = blocks phagocytosis by macrophages; J774A.1 macrophage IgG-bead phagocytosis, imaging; 110,000 compounds, 0.07% hits; inhibition, % at 5 µM;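 active = inhibition above the mean of the plate negative controls plus 5 SD, cut at about 13% in these data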;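 also: phagocytic index as fraction of beads internalized from green versus red external bead signal; plate controls were DMSO negative control for no effect and cytochalasin-D positive control for full effect; some results beyond the cut were filed as inactive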
Yeast growth inh = chemicals that inhibit yeast BB579 growth in restrictive medium (lifespan-shortening candidates); inhibition, % at 10 µM; 140,000 compounds, 0.51% hits; S. cerevisiae BB579 growth, OD615, 48 h;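 active = inhibition above a set limit, 3 SD over the mean compound inhibition, cut at about 44% in these data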; also: inactives centre near -24
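test system = yeast BB579 (DeaD) | buffer or medium = restrictive CSMM-D medium | doses = single compound dose of 10 µM, 0.25% DMSO final | times = 4 h preincubation and 48 h exposure at 30 °C | technique = culture absorbance at 615 nm | benchmarks = amphotericin B 10 µg/mL, positive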
HCT116 PTEN-null = PTEN-deleted cell growth suppression; 140,000 compounds, 1.2% hits; AID 827; HCT116 PTEN-null viability, CellTiter-Glo, 60 h; stronger effect = lower value; viability, % at 10 µM;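 active = viability at or below a set limit, 4 SD under the median of all tested compounds, cut at about 3.7% in these data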;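 also: PTEN knockout HCT116 line with beta catenin targeted HCT116 as companion control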
MRP-1 activ = activators of MRP-1 | H69AR cells + doxorubicin, viability rescue, CellTiter-Glo | viability increase, % at 10 µM | 140,000 compounds, 0.61% hits | AID 799;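 active = viability gain under doxorubicin at or above a set limit, the compound median plus 3 SD, cut at about 4.7% in these data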;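 also: MRP-1 overexpressing cells given doxorubicin 25 µM after compound pretreatment; 18-22 h compound pretreatment then 72 h with doxorubicin before readout; 0% = doxorubicin-only wells and 100% = vehicle-treated cells without doxorubicin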
NPY-Y2 antag = antagonists of human neuropeptide Y receptor Y2 | P49146 | inhibition, % at 2.7 µM | NPY-Y2 expressing cells, antagonist mode | AID 793 | 140,000 compounds, 0.99% hits; in the data active = inhibition above about 17%;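 also: 0% = vehicle with agonist challenge and 100% = reference antagonist with challenge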
Target sequence (P49146 whole entry, looked up): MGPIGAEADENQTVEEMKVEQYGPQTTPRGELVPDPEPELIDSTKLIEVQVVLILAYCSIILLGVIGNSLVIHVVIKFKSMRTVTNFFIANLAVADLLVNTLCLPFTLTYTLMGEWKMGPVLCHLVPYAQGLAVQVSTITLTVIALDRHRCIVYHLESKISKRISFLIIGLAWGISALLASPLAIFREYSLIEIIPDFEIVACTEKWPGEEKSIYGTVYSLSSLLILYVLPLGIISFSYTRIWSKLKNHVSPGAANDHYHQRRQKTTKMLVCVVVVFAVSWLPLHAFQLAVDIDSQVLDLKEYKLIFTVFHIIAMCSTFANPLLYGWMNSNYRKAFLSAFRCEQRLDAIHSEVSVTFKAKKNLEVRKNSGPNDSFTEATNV
HCT116 bCat-KO = beta-catenin-lacking colon tumor cell growth suppression | 140,000 compounds, 1.5% hits | AID 818 | HCT116 beta-catenin knockout viability, CellTiter-Glo, 60 h; stronger effect = lower value | viability, % at 10 µM;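 active = viability at or under a set limit, the compound median less 4 SD, cut at about 6% in these data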;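 also: 0% = Hyamine 1622 control at 20 µM and 100% = untreated cell control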
GALR2 blocker = antagonists of human galanin receptor 2 (GALR2); GALR2-expressing cells, antagonist mode; O43603; inhibition, % at 4 µM; 140,000 compounds, 0.39% hits; in the data active = inhibition above about 27%;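 also: cells stimulated with galanin 1-16 at roughly its EC80; 0% = agonist challenge control and 100% = basal control without agonist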
Target sequence (O43603 whole entry, looked up): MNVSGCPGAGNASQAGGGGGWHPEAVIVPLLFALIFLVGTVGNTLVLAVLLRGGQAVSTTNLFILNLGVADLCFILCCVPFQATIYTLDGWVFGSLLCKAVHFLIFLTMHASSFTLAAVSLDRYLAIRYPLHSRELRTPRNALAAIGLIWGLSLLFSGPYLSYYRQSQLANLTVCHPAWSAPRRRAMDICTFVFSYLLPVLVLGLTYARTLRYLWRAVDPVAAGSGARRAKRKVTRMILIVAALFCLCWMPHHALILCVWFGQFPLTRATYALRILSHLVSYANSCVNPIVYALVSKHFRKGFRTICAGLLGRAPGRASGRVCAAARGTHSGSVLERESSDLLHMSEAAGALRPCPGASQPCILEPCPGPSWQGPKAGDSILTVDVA
Yeast lifespan up = yeast lifespan extension. AID 775. 130,000 compounds, 0.68% hits. S. cerevisiae growth with nicotinamide, OD615; deaD strain in restrictive glucose medium. inhibition of the nicotinamide effect, % at 10 µM;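 active = inhibition above a set limit, placed 3 SD over the median of all compounds, cut at about 26% in these data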;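 also: 0% = nicotinamide-treated wells and 100% = cells grown without nicotinamide; some compounds called inactive have numbers as strong as hits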
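System: DeaD-strain S. cerevisiae / Buffer or medium: CSMM-D, restrictive glucose (dextrose) synthetic minimal medium / Probe or stimulus: nicotinamide, 1.5 mM, co-present with compound / Compound: one concentration, 10 µM, DMSO 0.25% / Incubation: 48 h compound exposure at 30 °C, humidified / Technique: optical density (absorbance) at 615 nm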
The depositor's hits bear a star; ? = inconclusive; · = not tested or not shown.

no.	Molecule	GALR2 blocker	Measles CPE	Yeast growth inh	HCT116 bCat-KO	E-sel TNF inh	Phagocyt inh	MRP-1 activ	HCT116 PTEN-null	Yeast lifespan up	NPY-Y2 antag
1	CCCc1ccc(/C=C2\C(=O)c3ccccc3C(O)=C2C(=O)OCC)cc1	9	11	-43	72	-22	-1	-3.8	72	10	2
2	Cc1noc(C)c1S(=O)(=O)N1CCCC(C(=O)Nc2nccs2)C1 (stereo not given)	-8	4	5	87	-3	0	-1.1	88	-1	5
3	O=C(NC(=S)NCCc1ccc(Cl)cc1)c1ccco1	-1	4	-30	95	-7	-5	-1.1	79	-2	5
4	Cc1ccc(C(=O)NNC(=O)C2CCN(c3nc(C)cc(C)n3)CC2)cc1	0	5	-17	95	-17	·	1.4	109	-6	-2
5	N#C/C(C(=O)c1ccccc1)=C1/CCCN1	10	21	-22	101	·	0	1.1	105	-7	1
6	CCCc1nc2oc3c(NCCN(C)C)ncnc3c2c2c1CCCC2	0	18	17	2.0*	·	0	-2.5	1.8*	-11	10
7	Cn1c(COc2ccccc2)nnc1SCC(=O)NCc1ccccc1	-8	9	-12	95	16	0	-0.8	92	-1	3
8	Cc1cc(C)n(-c2nc3ccccc3[nH]c2=O)n1	1	28	-32	99	-17	·	-0.4	97	-5	3
9	CO/N=C/NC(=O)c1c(OC)ccnc1Oc1ccc(Cl)cc1	1	13	-7	97	4	-3	-0.4	86	-16	1
10	CCOC(=O)C1(S(=O)(=O)c2ccccc2)CCN(Cc2ccc(Cl)cc2)CC1	1	2	-6	84	-15	0	-3.0	93	-2	6
11	CC1CCC(NC(=O)C2CCN(c3cnccn3)CC2)CC1 (stereo not given)	-15	12	-73	108	-9	0	0.4	112	-3	4
12	Cc1cc(-c2ccccc2)nc(Oc2cccc(C(F)(F)F)c2)c1S(C)(=O)=O	-7	4	-11	75	-11	-3	-3.4	71	-5	6
13	CC(=O)CS(=O)(=O)c1ccc(Oc2ccc(S(=O)(=O)CC(C)=O)cc2)cc1	-3	10	-7	93	9	·	0.2	93	·	0
14	Cn1nc(CC(=O)NC2CCCCCC2)c2ccccc2c1=O	8	4	9	83	-8	0	0.6	83	-4	4
15	Cc1ccc(C(=O)COC(=O)CCC(=O)NC2CCCCC2)cc1C	-2	31	-23	97	9	-2	-1.5	99	-7	1
16	COc1ccc(C2NC(=O)c3ccccc3O2)c(OC)c1OC (stereo not given)	0	23	-40	98	5	-1	-0.8	103	-11	-1
17	Cc1nn(C)c(C)c1S(=O)(=O)N1CCc2ccccc21	-6	7	-15	101	-11	-1	-1.3	95	-4	0
18	Cc1ccc(C)c(C(=O)CC2(O)C(=O)N(C)c3ccccc32)c1 (stereo not given)	-21	52	2	90	-4	0	-1.9	99	-7	2
19	COc1ccc(CC(=O)Nc2cccc(C(=O)Nc3ccccc3C(=O)O)c2)cc1OC	9	9	-48	108	·	-7	0.9	102	2	2
20	CCOc1nc(N(C)C)nc(-n2nnc(C(C)=O)c2C)n1	-9	9	-37	102	1	-3	1.0	105	2	1
21	COCc1cc(C)nc(Nc2ccc(C)cc2C)c1C#N	-4	12	16	91	3	-4	-5.0	92	-3	1
22	Brc1ccc(Oc2ncc(CN3CCN(c4ccccc4)CC3)s2)cc1	-13	26	-34	88	-2	0	0.1	86	-17	8
23	O=C(CCCN1CCOCC1)c1ccc2c(c1)OCCO2	5	8	-55	104	?	0	0.3	104	-5	0
24	CCOc1ccc(NS(=O)(=O)c2ccc(OCC(=O)N3CCCC3)cc2)cc1	2	16	-31	90	-13	0	-2.8	101	6	1
25	CCOC(=O)c1[nH]c2cc3c(cc2c1NC(=O)CN1CC(C)CC(C)C1)OCO3 (stereo not given)	14	17	-18	76	·	-4	-2.8	87	-6	4
26	O=C(NCc1ccc(Cl)cc1)c1cnccn1	7	17	-11	80	-3	·	-0.1	83	-6	1
27	CCOC(=O)c1cccc(-n2c(C)cc(C=O)c2C)c1	-1	27	-12	87	·	-3	-1.8	86	6	3
28	Cc1ccc(N=C2NC(=O)c3cc([N+](=O)[O-])ccc32)cc1	3	4	3	95	·	-8	-0.1	122	-6	0
29	CCCn1nnnc1NC(=O)COc1ccc(Cl)c(C)c1	4	15	8	103	29	-5	-2.3	101	0	5
30	CCn1nc(C)c(NS(=O)(=O)c2ccccc2)c1C	-4	17	5	101	18	-1	-1.6	89	-3	4
31	O=C(c1cc(-n2cnnc2)ccc1Cl)N1CCN(c2nc(-c3ccccc3)cs2)CC1	-1	13	-38	95	1	-1	0.4	114	-10	4
32	CC1=C(C)CC(C(=O)N2CCN(Cc3ccccc3)CC2)C(C(=O)O)C1 (stereo not given)	-5	9	-19	99	-20	4	-1.3	104	-5	0
33	COc1ccc(Nc2ncc(C(=O)N3CCN(Cc4ccccc4)CC3)c3ccccc23)cc1	2	10	-18	3.9*	13	·	-1.6	3.4*	-18	0
34	COC(=O)CN(n1cnnc1)S(=O)(=O)c1ccc(C)cc1	7	18	2	97	0	0	-0.9	99	-2	1
35	O=C1CN(C(=O)CCCc2c[nH]c3ccccc23)c2ccccc2N1	1	5	-51	102	9	0	-1.8	93	-16	1
36	CN(c1ccc(C(=O)NCCSCc2ccco2)cc1)S(C)(=O)=O	-4	6	-6	95	-11	-1	-2.0	91	-3	2
37	O=S(=O)(Nc1nc2ccccc2s1)c1ccc(Br)s1	8	9	-58	87	0	0	-3.7	93	-1	2
38	CN(C)c1ncc(S(=O)(=O)c2ccccc2)c(-c2ccccc2Cl)n1	3	12	-19	66	-8	-2	-2.4	67	-15	4
39	COc1ccc(N=C2CCCN2CC(N)=O)cc1	-11	14	-29	114	28	-3	-1.1	110	-13	-1
40	Cc1ccc2cc(S(=O)(=O)NCCC(=O)O)ccc2c1	11	7	-14	92	-3	1	-1.5	95	-5	7
41	CC(=O)c1c(C)cc(C)c(CSc2nc(C)cc(=O)[nH]2)c1C	7	3	-24	79	-14	-1	-0.5	84	·	2
42	CCOc1ccc(C(=O)Nc2ccccc2-c2ccccc2)cc1Cl	1	4	4	92	-6	·	3.0	94	0	2
43	O=C1C=C(c2cccs2)CC(c2cccs2)C1n1cnc([N+](=O)[O-])c1 (stereo not given)	1	6	-32	81	1	-4	-3.8	79	-20	4
44	O=c1oc(-c2cccc(Cl)c2)nc2c1cnn2-c1ccccc1	-9	2	-46	100	3	·	-0.8	98	-4	-1
45	COc1ccc(-c2csc(N3CCN(C(=O)c4ccccc4)CC3)n2)cc1	-7	22	-12	90	-4	·	4.6	89	·	2
46	O=C(Nc1ccc(NC(=O)C2CC2)nc1)c1ccncc1	1	6	-31	100	16	-1	0.0	105	-2	0
47	CC1(C(=O)NC2CCCC2)CCC(=O)N1Cc1cccs1 (stereo not given)	0	7	-33	88	5	-4	-1.8	88	-1	0
48	Cc1ccc(S(=O)(=O)NN=C2CCC(C(C)(C)C)CC2)cc1[N+](=O)[O-] (stereo not given)	1	4	-35	88	·	-7	1.9	94	3	12
49	CCn1c(=NC(=O)c2ccc(N3C(=O)CCC3=O)cc2)sc2c(OC)ccc(OC)c21	-3	5	-32	71	·	0	-1.2	67	-9	4
50	COc1ccc(NC(=O)CSc2nnc(-c3ccccc3C)n2N)cc1	5	4	-14	87	·	-1	-0.5	83	-11	-4

The listing continues:
no.	Molecule	GALR2 blocker	Measles CPE	Yeast growth inh	HCT116 bCat-KO	E-sel TNF inh	Phagocyt inh	MRP-1 activ	HCT116 PTEN-null	Yeast lifespan up	NPY-Y2 antag
51	CCOC(=O)NN1C(=O)c2ccccc2NC1c1ccccc1O (stereo not given)	12	4	7	95	-18	-3	0.4	102	2	0
52	COc1ccc(C(c2nnnn2C(C)(C)C)N2CCN(c3nc4ccccc4s3)CC2)cc1 (stereo not given)	2	11	-15	77	·	1	-4.5	72	3	8
53	O=C(COC(=O)CCC(=O)c1cccs1)Nc1ncc(Cl)cc1Cl	7	4	-13	97	13	-10	-2.0	96	-2	2
54	COc1ccc(OC)c(NC(=O)CSc2nnnn2-c2ccccc2F)c1	13	6	-37	102	-72	0	-2.1	100	-18	2
55	Cc1ccc(-c2nn(C)c(=O)c3ccccc23)cc1CNC(=O)/C=C/c1ccccc1	1	4	-14	69	5	-1	-2.6	67	-21	6
56	Cn1c(SCC#N)nnc1-c1ccc2c(c1)OCO2	8	6	-22	97	2	·	-0.2	100	·	1
57	COc1cc(S(=O)(=O)NCc2ccccc2)ccc1F	2	3	-29	93	-49	0	-2.1	98	0	3
58	Cc1c(N=C/C=C/c2ccccc2)cnn1C	6	17	3	99	·	-4	-1.7	103	-1	0
59	O=C(O)C1CCC(=O)N1Cc1ccc(F)cc1 (stereo not given)	2	5	-3	48	9	·	0.0	60	-7	3
60	CC(C)N1C(=O)CCC1C(=O)O (stereo not given)	1	6	-20	84	-3	0	-1.8	88	9	2

Not a hit list; any-hit rate near 6.2%.
